Myeloid diff MLP = promotes myeloid progenitor differentiation | ER-HoxA9 myeloid progenitors, lysozyme-GFP differentiation, flow cytometry | calls only at 10 µM | 1% of 360,000 active | AID 624256;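 active means normalized GFP-positive differentiation at or above the plate's own cutoff, the solvent-only control mean plus 3 SD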;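 further: cells exposed to compound for four days before flow analysis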
Myeloid diff MLP GFP+ MAC1+ % = further read-out of Myeloid diff MLP, marked with its call; GFP+ MAC1+ double positive, %; measured here: differentiation confirmed by MAC1 staining
Active calls of the source: *; i = inactive; + = active, no number. The list is partial; the hit share may differ from the screen's.

The line under a structure holds: Myeloid diff MLP	Myeloid diff MLP GFP+ MAC1+ %
- O=C(COC(=O)c1ccc2c(c1)OCCO2)NCc1ccc(Cl)cc1
  i	0.8
- COC(=O)c1ccccc1NN=Nc1ccccc1[N+](=O)[O-]
  i	0.2
- CC1=C(C(=O)N(C(C)C)C(C)C)CC(CC(=O)NCc2ccco2)C(=O)N1CCCN1CCCC1=O (stereo unspecified)
  i	0.8
- CC1(C(=O)Nc2cnc3ccccc3c2)CCN1Cc1ccc(OC(F)(F)F)cc1 (stereo unspecified)
  i	1.0
- O=C(C[n+]1ccc(C(=O)c2ccccc2)cc1)Nc1cccc([N+](=O)[O-])c1
  i	1.1
- CC(=O)c1cccc(-c2ccc3c(c2)C(C)(Cc2ccccc2C#N)C(=O)N3)c1 (stereo unspecified)
  i	1.1
- C#CCN(Cc1ccco1)C(=O)c1cc(COc2cccc3cccnc23)on1
  i	0.5
- Clc1cccc(CNc2ccn3nc(-c4ccccc4)cc3n2)c1
  i	1.1
- CC(=O)NC1(C)CCC2CC1C(C)=NC2(C)C (stereo unspecified)
  i	0.8
- COc1ccc(OC)c(NC(=O)C2(C)CCN2Cc2cccc(OC)c2OC)c1 (stereo unspecified)
  i	0.5
- CCN(CC)C(=O)C1=C(C)N(CCCN2CCCC2=O)C(=O)C(CC(=O)NCCc2ccccn2)C1 (stereo unspecified)
  i	0.3
- C[C@@H]1CN([C@H](C)CO)C(=O)c2cc(C3=CCCCC3)cnc2O[C@@H]1CN(C)Cc1ccccc1C(=O)O
  i	0.6
- Cc1nc(C(F)(F)F)ccc1C(=O)N1CCC1(C)C(=O)NS(=O)(=O)c1ccc2c(c1)CCO2 (stereo unspecified)
  i	0.4
- Cc1ccc(NC(=O)C2(C)CCN2C(=O)c2ccccc2CCc2ccccc2)cc1C (stereo unspecified)
  i	0.7
- O=C(NCc1ccc(F)cc1)c1cc(C2CCCCN2C(=O)c2ccccc2)on1 (stereo unspecified)
  i	0.7
- Cc1ccc2nc(-c3ccccc3)c(Cc3ccccc3C(F)(F)F)n2c1
  i	0.0
- COc1ccc(N2CCN(C(=O)C(=O)c3cc(OC)c(OC)c(OC)c3)CC2)cc1
  i	1.6
- CCCCN(C(=O)COC(=O)c1sccc1C)c1c(N)n(CCC)c(=O)[nH]c1=O
  i	0.5
- CCCCNC(=O)C1(C)CCCCN1C(=O)c1ccc(F)c(C)c1 (stereo unspecified)
  i	1.0
- CC(=O)Nc1cccc(-c2csc(C(O)c3ccc(F)c(F)c3)n2)c1 (stereo unspecified)
  i	1.3
- COCc1ccc(CN2CCC(n3nccc3NC(=O)c3ccc4c(c3)OCO4)CC2)o1
  i	0.4
- CC(C)(C)OC(=O)C1=CC[C@@H](c2ccc(Cl)c(Cl)c2)N(S(=O)(=O)c2ccc(F)cc2)[C@H]1c1cccc(F)c1
  i	0.8
- O=C(COC(=O)c1ccc(F)cc1F)Nc1ccc2c(c1)OCO2
  i	1.0
- O=C(Nc1c(-c2ccc3c(c2)OCO3)[nH][nH]c1=O)c1ccc2c(c1)OCO2
  i	1.0
- O=C(Nc1nnc([C@@H]2C[C@H](O)[C@@H](CO)O2)s1)c1ccccc1Cl
  i	0.7
- CCOC(=O)/C=C/c1cc(F)ccc1O
  i	2.0
- COc1cccc(CNC(=O)C2(C)CCCCN2C)c1 (stereo unspecified)
  i	1.2
- Cc1nn(-c2ccccc2)c(C)c1C(=O)OCC(=O)Nc1ccccc1Cl
  i	1.1
- Cc1cccc(C(=O)N2CCC(=O)N([C@H](COCc3cccc(Cl)c3)Cc3ccccc3)CC2)c1
  i	1.3
- COc1ccc(OC)c(NC(=O)C2(C)CCN2C(=O)C(C)(C)c2ccccc2)c1 (stereo unspecified)
  i	0.7

In the list so far, 6 have four or more nitrogen atoms:
The line under a structure holds: Myeloid diff MLP	Myeloid diff MLP GFP+ MAC1+ %
- COC(=O)c1ccccc1NN=Nc1ccccc1[N+](=O)[O-]
  i	0.2
- CC1=C(C(=O)N(C(C)C)C(C)C)CC(CC(=O)NCc2ccco2)C(=O)N1CCCN1CCCC1=O (stereo unspecified)
  i	0.8
- Clc1cccc(CNc2ccn3nc(-c4ccccc4)cc3n2)c1
  i	1.1
- CCN(CC)C(=O)C1=C(C)N(CCCN2CCCC2=O)C(=O)C(CC(=O)NCCc2ccccn2)C1 (stereo unspecified)
  i	0.3
- CCCCN(C(=O)COC(=O)c1sccc1C)c1c(N)n(CCC)c(=O)[nH]c1=O
  i	0.5
- COCc1ccc(CN2CCC(n3nccc3NC(=O)c3ccc4c(c3)OCO4)CC2)o1
  i	0.4

Further results follow:
The line under a structure holds: Myeloid diff MLP	Myeloid diff MLP GFP+ MAC1+ %
- O=C1[C@H]2[C@@H](c3ccc(C(F)(F)F)cc3)N[C@]3(CCCN(Cc4ccc(Br)cc4)C3=O)[C@H]2C(=O)N1Cc1ccccc1
  i	0.8
- CCCCCCCCN1C(=O)[C@H](CC(=O)N2CCSCC2)C[C@@]2(C(=O)OC)CCCCC=C12
  i	0.6
- COc1ccccc1C(CC(=O)c1ccccc1)C(=O)c1ccccc1 (stereo unspecified)
  i	1.5
- COc1cccc(CN(C)C(=O)c2ccc(S(=O)(=O)Nc3ccccc3C)cc2)c1OC
  i	3.0
- COc1cc(C(O)c2nc(-c3cccc(C#N)c3)cs2)ccc1F (stereo unspecified)
  i	1.1
- N#CCCN(Cc1ccccc1)C(c1ccnc2ccccc12)c1nnnn1-c1ccc2c(c1)OCCO2 (stereo unspecified)
  i	1.3
- CCOC(=O)C1CCCN(C(=O)c2ccncc2)CC1 (stereo unspecified)
  i	2.5
- CCCCN1C(=O)C(CC(=O)NCCCCc2ccccc2)CC(C(=O)N(C)C)=C1C (stereo unspecified)
  i	0.8
- COCCNC(=O)c1ccc(N2CC3CC(C2)c2cccc(=O)n2C3)c(NC(=O)c2ccccc2Br)c1 (stereo unspecified)
  i	0.4
- CC(=O)NC(c1ccc(C(C)C)cc1)c1c(O)ccc2ccccc12 (stereo unspecified)
  i	1.0
- COc1ccccc1NC(=O)N(C)C[C@H]1OCc2cn(nn2)CCCC(=O)N([C@@H](C)CO)C[C@@H]1C
  i	0.7
- CCCCn1nnnc1C(c1ccnc2ccccc12)N1CCN(C/C=C/c2ccccc2)CC1 (stereo unspecified)
  i	1.5
- O=C(Nc1c(-c2ccccc2)[nH][nH]c1=O)c1ccc(Br)cc1
  i	0.7
- O=C1NN=C2CCCCCCCCCCC12 (stereo unspecified)
  i	0.5
- COc1ccc(C(=O)N(C)C(C)c2nccs2)cc1OC1CCN(C(C)=O)CC1 (stereo unspecified)
  i	1.4
- COc1ccccc1Nc1cc(C)nc2c(C)cccc12
  i	0.9
- CCCS(=O)(=O)NC(=O)C1(C)CCN(C(=O)c2c(-c3ccccc3)noc2C)C1 (stereo unspecified)
  i	1.5
- CNc1cc(-c2cnn(CC(C)C)c2)ncn1
  i	0.5
- OC[C@@H]1CN(Cc2ccco2)C[C@H](n2cnc3c(NC4CC4)ncnc32)O1
  i	1.4
- CCCN(CCC)Cc1cc(=O)oc2ccc3ccccc3c12
  i	0.6
- O=C(NCc1ccccc1)C(c1ccncc1)n1c(=O)c(-c2ccco2)nc2ccccc21 (stereo unspecified)
  i	3.9
- Cc1cccc(NC(=O)CSCC(=O)Nc2cc(C(F)(F)F)ccc2N2CCOCC2)c1
  i	2.1
- c1ccc(NN=C(c2ccccc2)c2cccs2)cc1
  i	0.8
- O=c1c2cc3ccccc3nc2ncn1CCc1ccc(Cl)cc1
  i	0.9
- O=CNc1cc(-c2ccccc2)cn2c(-c3ccc(F)c(Cl)c3)cnc12
  i	1.3
- CC(=O)c1cccc(NC(=O)C2Cc3c(-c4cccc(C(N)=O)c4)ccnc3O2)c1 (stereo unspecified)
  i	0.4
- Cn1nc(C(C)(C)C)cc1NC(=O)C1(C)CCN1C(=O)C1(c2ccccc2)CCCC1 (stereo unspecified)
  i	0.8
- O=C(OCc1ccccc1)N1CCC2CC1c1ccc(-c3cccc(F)c3)cc12 (stereo unspecified)
  i	0.4
- Cc1cc2nc(NC(=O)C3(C)CCCN(C(C)C)C3)[nH]c2cc1C (stereo unspecified)
  i	1.1
- COC(=O)C1(C)CCCC2(C)C1CCC13OCC(CC21)C(O)(C(C)C)C3O (stereo unspecified)
  i	1.0
- CC(C)C[C@H]1CN(CCCC[C@@H]2CNC(=O)C(=O)N2CC2CCCCC2)C(=O)C(=O)N1CCc1ccccc1
  i	0.3
- NC(c1cccc(F)c1)c1nc(-c2ccc(Cl)cc2)cs1 (stereo unspecified)
  i	0.1
- COc1ccccc1-c1sc2ccccc2c1-c1cnc(N2CCOCC2)nc1
  i	1.0
- OCCNc1ncnc2c1ncn2[C@H]1CN(Cc2ccncc2)C[C@@H](CO)O1
  i	0.4
- C=CCNc1ncnc2c1ncn2[C@H]1CN(CCc2ccccc2)C[C@@H](CO)O1
  i	1.8
- O=C1CCCC[C@@H](O)[C@H](O)C[C@H](c2ccccc2)O1
  i	1.1
- O=C1CSC(=S)N1N=Cc1c[nH]c2ccc(Br)cc12
  i	2.4
- Brc1cccc(-c2nc3c4ccccc4ccn3c2Cc2ccccc2)c1
  i	0.7
- CCOC(=O)n1c2ccccc2c(=O)n1CCO
  i	0.3
- Cc1ccc(-c2ccc(C3=CC(=O)CC(C)(C)C3=O)cc2)cc1
  i	0.1
- C=C(C)Cn1c2ccc(NC(=O)NCC)cc2c(=O)n1C
  i	1.0
- O=[N+]([O-])c1cccnc1Sc1ccc(F)cc1
  i	0.5
- COc1cc(C)c2sc3ccccc3c(=O)c2c1NCCN(C)C
  i	1.7
- CCc1nc2ccc(C(=O)NCCOc3ccc(OC)cc3)cn2c1N(C)Cc1cccs1
  i	0.5
- O=C(NC1CCCCC1)C1c2ccccc2OCC(=O)N1CCc1c[nH]c2ccccc12 (stereo unspecified)
  i	0.8
- O=c1[nH]cnc2c1nnn2C1OC(CO)C(O)C1O (stereo unspecified)
  i	7.0
- CCc1nnc(NC(=O)c2cccc(S(=O)(=O)N3CCN(C)CC3)c2)s1
  i	0.3
- C#CCN(C[C@@H]1[C@@H](OC(=O)NC2CC2)[C@@H](OC(=O)NC2CC2)Cn2c(=O)ccc(=O)n21)S(=O)(=O)c1ccc(C)cc1
  i	1.9
- Cc1nnsc1-c1nc2ccccc2n1C(CCc1ccccc1)c1nc2ccccc2[nH]1 (stereo unspecified)
  i	1.0
- Clc1ccc2nc(-c3ccccc3)c(Cc3ccccc3)n2c1
  i	2.8
- COc1ccc(S(=O)(=O)N2CCN(CC(=O)NC(C)c3cccs3)CC2)cc1 (stereo unspecified)
  i	2.3
- CC(C)(C)N1C(=O)c2c(C(=O)OCc3ccccc3)[nH]c(-c3ccccc3)c2C1=O
  i	1.4
- Cc1nn(C)c(C)c1/C=C(\C#N)S(=O)(=O)c1ccc(F)cc1
  i	0.4
- c1ccc(CN(Cc2ccccc2)C(c2ccnc3ccccc23)c2nnnn2-c2ccc3c(c2)OCCO3)cc1 (stereo unspecified)
  i	0.8
- COCCNC(=O)C1(C)CCCN(Cc2c(C)nn(-c3ccccc3)c2C)C1 (stereo unspecified)
  i	0.8
- CC(C)[C@H](CO)NC(=O)[C@H]1O[C@@H](n2ccc(N)nc2=O)[C@H](O)[C@@H]1O
  i	0.6
- CCN(c1cccc(C)c1)S(=O)(=O)c1cc2[nH]c(=O)c(=O)[nH]c2cc1C
  i	4.5
- CCCc1cc(=O)[nH]c(SC/C=C/c2ccccc2)n1
  i	0.9
- Cc1cccc(C)c1NC(=O)C(c1ccccc1OC(F)(F)F)N1CCN(C)CC1 (stereo unspecified)
  i	1.3
- CCCCn1c(O)c2n(c1=O)Cc1ccccc1N=C2c1ccc(C)cc1
  i	0.7

Reprinted from the part before: five compounds, then new ones.
The line under a structure holds: Myeloid diff MLP	Myeloid diff MLP GFP+ MAC1+ %
- CC(C)[C@H](CO)NC(=O)[C@H]1O[C@@H](n2ccc(N)nc2=O)[C@H](O)[C@@H]1O
  i	0.6
- CCN(c1cccc(C)c1)S(=O)(=O)c1cc2[nH]c(=O)c(=O)[nH]c2cc1C
  i	4.5
- CCCc1cc(=O)[nH]c(SC/C=C/c2ccccc2)n1
  i	0.9
- Cc1cccc(C)c1NC(=O)C(c1ccccc1OC(F)(F)F)N1CCN(C)CC1 (stereo unspecified)
  i	1.3
- CCCCn1c(O)c2n(c1=O)Cc1ccccc1N=C2c1ccc(C)cc1
  i	0.7
- NC(Cc1ccc(Cl)cc1)c1csc(NC(=O)Nc2ccccc2-c2ccccc2)n1 (stereo unspecified)
  i	0.6
- CC(=O)NC(C)(c1ccccc1)c1nc(-c2ccc(F)c(Cl)c2)cs1 (stereo unspecified)
  i	1.6
- O[C@H]1CN(Cc2cccs2)[C@@H](c2ccccc2)C[C@@H]1n1cc(-c2ccc(F)cc2)nn1
  i	1.0
- CS(=O)(=O)Nc1cccc(NC(=O)C2Cc3c(-c4cccc(F)c4)ccnc3O2)c1 (stereo unspecified)
  +	13*
- C[C@@H]1CN([C@@H](C)CO)C(=O)CCCn2nncc2CO[C@@H]1CN(C)S(=O)(=O)c1ccc(C#N)cc1
  i	3.1
- CCN(CC(=O)Nc1cccc(OC)c1)C(=O)C1CC(=O)N(Cc2ccccc2Cl)C1 (stereo unspecified)
  i	0.7
- Cc1ccc(C)c(CC(=O)N2CCCC(c3cc(C(=O)NCc4cccnc4)no3)C2)c1 (stereo unspecified)
  i	1.4
- COc1cc(/C=C/C(=O)O)cc(S(=O)(=O)Nc2cc(S(=O)(=O)N3CCCCC3)ccc2Cl)c1OC
  i	0.7
- Cc1ccc(S(=O)(=O)NCc2ccccc2)cc1C(=O)N1CCN(S(=O)(=O)c2ccccc2F)CC1
  i	0.4
- Cc1ccccc1NC(=O)CSc1nccn1Cc1ccco1
  i	0.4
- CCc1nc2c(OCCOc3ccc(F)cc3)cccn2c1N(C=O)Cc1ccccc1
  i	0.7
- O=C(CCc1ccc(O)cc1)NN=Cc1ccc2c(c1)OCO2
  +	11*
- COc1ccc(C(O)c2nc(-c3ccccc3)cs2)cc1 (stereo unspecified)
  i	0.7
- COCCNc1nc(NCCN2CCNC2=O)c2sccc2n1
  i	0.7
- c1ccc(N2[C@@H]3c4ccccc4C[C@H]2c2ccccc23)cc1
  i	1.8
